ssDAF-12 act – S. stercoralis DAF-12 nuclear receptor activators, primary screen, cell-based, luminescence, HEK293, GRIP1 co-expression, lit1-tk-luc; HEK293 ssDAF-12/GRIP1 lit1-tk-luc reporter; % of 3 µM dafachronic acid response; activation, % at 6.8 µM; actives 1% (n = 370,000);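 active means activation above the mean over all tested compounds plus 3 SD, cut at about 0.9% in these data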;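 further: 0% = DMSO-only wells and 100% = 3 µM delta7-dafachronic acid wells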
hcDAF12 agonist – H. contortus DAF-12 nuclear receptor activators, primary screen, cell-based, luminescence, HEK293, lit1-tk-luc reporter; activation, % at 6.8 µM; HEK293 hcDAF-12 lit1-tk-luc reporter; 0% DMSO, 100% Δ7-dafachronic acid; AID 652067, 2013; actives 1.4% (n = 370,000);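 active means activation above the mean of all tested compounds plus 3 SD, cut at about 5.5% in these data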;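 further: 100% = response to 3 µM Δ7-dafachronic acid high control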
hgDAF-12 ag – H. glycines DAF-12 receptor agonists, primary screen, cell-based, luminescence, HEK293, GAL4 fusion, UAS-luciferase. HEK293 GAL4-hgDAF12 UAS-luciferase reporter, agonist luminescence; normalized to butyrate control. activation, % at 6.8 µM. actives 1.8% (n = 370,000);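 active means activation above a cutoff set at the mean of all screened compounds plus 3 SD, cut at about 10% in these data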;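 further: 0% = DMSO wells and 100% = sodium butyrate wells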
DAX1 inh-1 – DAX1 (NR0B1) inhibitors, primary screen, cell-based, HEK293, Gal4-DAX1, luciferase luminescence. actives 0.99% (n = 340,000). HEK293 Gal4-DAX1 luciferase reporter. Nuclear receptor subfamily 0 group B member 1 (Homo sapiens), P51843. AID 504766, 2011. inhibition, % at 6.75 µM;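 active means inhibition above the mean over all tested compounds plus 3 SD, cut at about 4.2% in these data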;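 further: 0% = DAX1-transfected cells with DMSO and 100% = empty-vector control cells with DMSO; inhibition shows as a rise in luminescence from relieved DAX1 repression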
Target sequence (P51843 207-470 limits assumed): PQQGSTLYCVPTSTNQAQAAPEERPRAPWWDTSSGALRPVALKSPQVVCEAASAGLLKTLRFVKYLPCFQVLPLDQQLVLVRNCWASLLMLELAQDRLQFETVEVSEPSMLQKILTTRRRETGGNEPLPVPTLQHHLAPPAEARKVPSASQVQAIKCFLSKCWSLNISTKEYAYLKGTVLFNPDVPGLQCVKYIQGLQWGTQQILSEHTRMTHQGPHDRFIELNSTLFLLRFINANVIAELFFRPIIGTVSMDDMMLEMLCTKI
ADAM17 inh – ADAM17 inhibitors, primary screen, biochemical, QFRET; inhibition, % at 6.95 µM; actives 0.83% (n = 370,000); recombinant ADAM17, EDANS/DABCYL FRET peptide cleavage; AID 720648, 2013;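 active means inhibition above the mean of compounds lying between control limits plus 3 SD, set per campaign, cut at about 8.5% in these data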;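 further: 0% = DMSO-only wells as the low control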
Target sequence (P78536 215-824 limits assumed): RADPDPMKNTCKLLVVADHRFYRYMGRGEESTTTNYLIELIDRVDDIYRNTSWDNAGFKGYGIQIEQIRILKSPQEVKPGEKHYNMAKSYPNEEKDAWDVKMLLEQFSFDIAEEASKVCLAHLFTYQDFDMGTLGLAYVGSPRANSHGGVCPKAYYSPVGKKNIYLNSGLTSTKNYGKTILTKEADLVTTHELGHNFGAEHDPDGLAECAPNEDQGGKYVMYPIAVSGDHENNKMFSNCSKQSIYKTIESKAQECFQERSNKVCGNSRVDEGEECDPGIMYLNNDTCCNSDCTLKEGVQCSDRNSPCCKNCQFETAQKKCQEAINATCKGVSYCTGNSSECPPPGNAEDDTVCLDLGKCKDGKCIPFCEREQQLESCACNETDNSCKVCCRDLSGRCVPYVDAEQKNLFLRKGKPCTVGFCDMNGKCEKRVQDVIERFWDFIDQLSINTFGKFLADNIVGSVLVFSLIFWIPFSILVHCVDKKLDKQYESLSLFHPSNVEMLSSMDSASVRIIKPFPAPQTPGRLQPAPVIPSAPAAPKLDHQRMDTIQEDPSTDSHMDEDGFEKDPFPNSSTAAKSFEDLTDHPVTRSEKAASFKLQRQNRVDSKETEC
GC-A act – GC-A stimulated cGMP production enhancers – HEK293 GC-A cells, cGMP TR-FRET, EC30 ANP, primary screen; Atrial natriuretic peptide receptor 1 (Homo sapiens), P16066; activation, % at 10 µM; 0% at EC30 ANP, 100% saturating ANP; actives 0.14% (n = 370,000); in the data active means activation above about 40%
SMARCA2 activ – SMARCA2 (BRM) function activators, primary screen, cell-based, luminescence, high throughput; activation, % at 9.1 µM; actives 1% (n = 370,000); MG213 cells, MMTV-luciferase reporter, dexamethasone, overnight; AID 652017, 2013; in the data active means activation above about 7.8%;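 further: 0% = vehicle wells and 100% = reference activator wells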
ADAM10 inh – human ADAM10 inhibitors, primary screen, biochemical, QFRET, HTS. actives 0.62% (n = 370,000). AID 720582, 2013. inhibition, % at 7 µM. recombinant ADAM10, EDANS/DABCYL FRET peptide cleavage, 3 h. Disintegrin and metalloproteinase domain-containing protein 10 (Homo sapiens), O14672;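 active means inhibition above a per-campaign cutoff equal to the mean of compounds falling between control-based bounds plus 3 SD, cut at about 20% in these data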;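 further: 0% = DMSO wells while the 100% control is not disclosed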
PG9 binder – binders of HIV-1 gp120 antibody PG9, primary screen, biochemical, TR-FRET | HIV-1 gp120 / PG9 antibody interaction | TR-FRET gp120-PG9 antibody binding | inhibition, % at 6.7 µM | actives 0.43% (n = 360,000); in the data active means inhibition above about 8.5%
DAX1 inh-2 – DAX1 (NR0B1) inhibitors on StAR promoter, primary screen, cell-based, luminescence, SF-1 (NR5A1), full-length DAX-1. HEK293T StAR-luciferase reporter, SF-1/DAX-1 repression relief. inhibition, % at 6.8 µM. actives 1.1% (n = 370,000). AID 652010, 2013;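 active means inhibition above the mean over all tested compounds plus 3 SD, cut at about 3.6% in these data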;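 further: 0% = DAX-1 cells with DMSO and 100% = cells lacking DAX-1 with DMSO; higher inhibition means more luminescence from relief of DAX-1 repression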
GAA850 FXN act – FXN promoter activators, primary screen, cell-based, luciferase luminescence, HEK293 lucGAA850. activation, % at 6 µM. actives 0.56% (n = 360,000). HEK293 lucGAA850 FXN promoter luciferase reporter, 24 h; percent of 10 µM SAHA response;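 active means activation above the average of all compounds screened plus 3 SD, cutoff fixed separately per campaign, cut at about 7.5% in these data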;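 further: 0% = DMSO wells and 100% = 10 µM SAHA wells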
* marks the source's active call; other numbers are inactive results; nt = not tested or not shown.

Compound,ADAM17 inh,ssDAF-12 act,GC-A act,SMARCA2 activ,GAA850 FXN act,DAX1 inh-1,DAX1 inh-2,PG9 binder,hcDAF12 agonist,hgDAF-12 ag,ADAM10 inh
Cc1cc(C)cc(NS(=O)(=O)c2c(C)[nH]c(=O)[nH]c2=O)c1,-1,-0.7,2,-2,2.7,0.7,0.5,0.0,0.7,1.0,2
CC(=O)c1cccc(NC(=O)N2CCCC2C(=O)Nc2ccc3c(c2)OCCO3)c1 (stereo not given),-1,-0.8,-2,-3,-0.1,-0.6,-1.0,-0.7,-2.5,-1.4,11
CCNC(=O)NC(=O)COC(=O)C1CSC2(C)CCC(=O)N12 (stereo not given),-3,-1.0,-1,-4,-2.0,0.2,-0.3,-1.4,-1.4,-2.1,-6
C=CCOc1ccc(C2NC(=O)c3ccccc3O2)cc1OC (stereo not given),-35,-0.4,-2,-2,1.2,0.1,0.6,-1.6,-0.2,1.0,-83
CCOC(=O)C1=NOC(CNc2ncc(C(F)(F)F)cc2Cl)C1 (stereo not given),-2,-1.7,-5,-2,1.9,-0.5,-0.5,1.5,0.4,-2.5,5
O=C(c1cccc(S(=O)(=O)N2CCCC2)c1)N1CCN(Cc2ccccc2)CC1,-3,-0.9,9,-4,3.2,0.1,0.1,-3.1,-0.3,-0.6,9
Cc1ccnc(NC(=O)C2COc3ccccc3O2)c1 (stereo not given),-1,0.2,-4,3,5.0,2.9,3.8*,0.6,3.2,14*,3
COCCCNC(=O)CS(=O)Cc1nc(-c2ccccc2C)oc1C (stereo not given),-3,-1.3,0,2,-1.5,-0.4,0.8,-2.9,-0.4,1.2,-9
Cc1nc2ccccc2c2c1C(=O)N(C1CCCCCCC1)C2=O,1,-0.9,6,-7,0.5,-0.3,0.2,-0.8,0.1,1.0,-8
CCCN(CCC)CCCNC(=O)C(NS(=O)(=O)c1ccc2c(c1)CCC(=O)N2)c1ccccc1 (stereo not given),2,-1.3,3,3,1.6,0.9,-0.2,-0.2,-0.7,1.4,-2
CCOC(=O)c1c(-c2ccc(C)cc2)csc1NC(=O)c1cc2ccccc2oc1=O,-3,-0.7,-6,-2,1.6,-1.2,1.0,-0.4,0.6,7.6,0
Nn1c(SCC(=O)Nc2ccc3c(c2)OCO3)nnc1C1CCCCC1,-1,-0.8,2,-5,-0.6,-0.9,-0.6,0.0,0.8,1.8,4
CC(C)c1nnc(NC(=O)CS(=O)(=O)Cc2ccccc2)s1,1,0.3,3,-2,2.4,0.8,-0.7,-2.9,0.8,-1.8,-3
COc1ccccc1C(=O)Nc1nnc(C)s1,-5,-1.4,-2,6,4.0,1.2,1.1,1.7,2.4,5.5,-6
O=C(COC(=O)[C@@H]1CC(O)CN1S(=O)(=O)c1ccc2c(c1)OCCO2)Nc1cc(F)ccc1F (stereo not given in full),-1,-1.3,-1,-1,-1.5,-0.3,-0.9,0.0,0.7,-1.4,-3
CN(C)CCCn1c(SCCN2C(=O)c3ccccc3C2=O)nc2ccccc2c1=O,-6,-2.5,-1,1,1.9,0.5,-0.5,-1.2,-0.6,-1.1,-9
CCOC(=O)C1CCN(S(=O)(=O)c2cnc[nH]2)CC1,-1,-0.8,-2,-1,-1.4,-1.5,0.1,-1.5,-0.2,1.0,2
Cc1cccc(NC(=O)CS(=O)CC(=O)Nc2cnc3ccccc3c2)c1C (stereo not given),-1,-0.9,-4,-5,2.3,-0.2,0.1,-0.2,-0.2,-0.8,1
C=C1CCN([C@H](C(=O)NCc2ccc(Cl)cc2)C(C)C)S(=O)(=O)c2ccccc21,0,-1.2,3,0,-1.4,0.4,-0.1,-1.5,-0.8,-1.4,3
COC(=O)CN(c1cccc(C)c1)S(=O)(=O)c1ccccc1,-1,-1.2,-2,-1,1.4,0.6,1.3,-0.7,1.7,1.8,9
Nc1ccc(C(=O)NCCCSc2ccccc2)cc1[N+](=O)[O-],2,-1.3,-4,-2,1.1,-1.0,-0.7,2.0,-1.8,-0.2,9
Cc1cc(C)c(NC(=O)COC(=O)C23CC4CC(CC(O)(C4)C2)C3)c(Cl)c1,-5,-0.6,-1,-3,-1.4,-0.3,-1.3,0.1,-1.0,-5.5,-16
CN(Cc1ccccc1)C(=S)Nc1cccnc1,-2,-1.7,1,3,0.6,0.7,0.1,-1.7,1.5,-0.1,-4
O=C(N/N=C/c1ccc(Cl)cc1)c1cc(-c2cccnc2)nc2ccccc12,-4,-1.1,3,-4,-1.0,0.2,-2.8,-0.5,-0.5,10,-1
Nc1ncnc2c1ncn2[C@@H]1O[C@H](C(=O)N2CCN(c3ccc(Cl)cn3)CC2)[C@@H](O)[C@H]1O,-22,-1.5,3,-1,nt,nt,-1.1,-1.6,0.0,0.9,-74
CC(c1nnc(SCC(=O)Nc2ccc3[nH]c(=O)[nH]c3c2)n1Cc1ccccc1)N(C)C (stereo not given),-1,-1.2,3,2,2.2,1.6,-0.5,-3.8,-0.6,-1.3,-3
N#CC1=C(c2ccc(-c3ccccc3)cc2)COC1=O,-5,-1.1,8,2,4.0,-0.4,-0.3,-0.4,-0.3,-2.8,-15
C/C(CC(=O)Nc1ccc(N(C)C)cc1)=N\NC(=O)c1ccccn1,-2,-0.3,-11,4,5.0,1.4,3.3,-7.2,3.4,8.3,6
Cc1ccc(C(=O)Nc2sc3c(c2C(=O)O)CCCCC3)o1,5,-0.5,-6,-2,2.1,-2.1,-0.2,0.4,3.2,1.4,1
CCOC(=O)C1=C(C)N=C2SCCC(=O)N2C1c1cc(Br)ccc1OC (stereo not given),-6,-0.4,-26,-1,3.0,-0.8,0.4,0.9,-1.1,-2.1,-6

An excerpt from above in order of their number in GAA850 FXN act, falling:
mol	GAA850 FXN act
N#CC1=C(c2ccc(-c3ccccc3)cc2)COC1=O	4.0
CCOC(=O)C1=C(C)N=C2SCCC(=O)N2C1c1cc(Br)ccc1OC (stereo not given)	3.0
CN(C)CCCn1c(SCCN2C(=O)c3ccccc3C2=O)nc2ccccc2c1=O	1.9
COC(=O)CN(c1cccc(C)c1)S(=O)(=O)c1ccccc1	1.4

Random excerpt: two entries already listed, in no set order.
Compound,ADAM17 inh,ssDAF-12 act,GC-A act,SMARCA2 activ,GAA850 FXN act,DAX1 inh-1,DAX1 inh-2,PG9 binder,hcDAF12 agonist,hgDAF-12 ag,ADAM10 inh
Cc1cccc(NC(=O)CS(=O)CC(=O)Nc2cnc3ccccc3c2)c1C (stereo not given),-1,-0.9,-4,-5,2.3,-0.2,0.1,-0.2,-0.2,-0.8,1
C=C1CCN([C@H](C(=O)NCc2ccc(Cl)cc2)C(C)C)S(=O)(=O)c2ccccc21,0,-1.2,3,0,-1.4,0.4,-0.1,-1.5,-0.8,-1.4,3

Later entries.
Compound,ADAM17 inh,ssDAF-12 act,GC-A act,SMARCA2 activ,GAA850 FXN act,DAX1 inh-1,DAX1 inh-2,PG9 binder,hcDAF12 agonist,hgDAF-12 ag,ADAM10 inh
O=C(Nc1ccccc1)Nc1ccc(S(=O)(=O)N2CCCCC2)cc1,6,-1.1,0,-1,-0.2,-1.8,-1.1,-0.7,-2.2,2.2,8
COC(=O)C(CCSC)NC(=O)c1cc2c(n(-c3ccccc3)c1=O)CCCC2=O (stereo not given),-8,-1.7,1,-3,1.0,0.5,-0.1,-0.1,-1.0,-0.5,-6
N#Cc1cn(Cc2cccc(Cl)c2)c2ccccc12,-2,-1.0,-37,0,0.8,-1.4,-0.1,-2.1,-0.5,-0.7,8
CN(C(=O)c1cncc(Br)c1)C1C2CC3CC(C2)CC1C3 (stereo not given),0,-1.2,0,2,3.9,2.0,-0.1,-2.2,-1.4,-0.3,-4
NS(=O)(=O)c1ccc(NC(=S)Nc2ccc(Br)c(Cl)c2)cc1,0,-1.2,7,0,3.2,-0.4,0.0,0.1,0.0,0.7,-3
O=C(/C=C/c1cccc([N+](=O)[O-])c1)c1ccc2c(c1)OCCO2,-2,-0.9,-4,1,5.4,-1.0,-0.7,-0.7,0.5,-1.6,-1
Cc1nnc(SCC(=O)N(CC(C)C)C2CCS(=O)(=O)C2)s1 (stereo not given),-4,-0.5,-1,-3,1.6,0.8,-0.3,1.0,-0.6,-0.4,-3
O=C(CCCC(=O)NN=Cc1cccc(O)c1)NN=Cc1cccc(O)c1,-3,-0.6,-2,-3,-1.4,3.8,-0.3,1.5,-0.1,0.0,-14
O=C1C2C3C=CC(C2C(=O)N1c1nccs1)C1C(=O)N(c2nccs2)C(=O)C31 (stereo not given),-4,-1.8,-4,-5,1.7,-1.0,0.2,-1.2,-0.5,-1.5,-3
CC(C)N(Cc1c(O)ccc2c(=O)c(-c3ccc(Cl)cc3)coc12)C(C)C,-59,-1.2,4,-2,2.4,0.2,-0.2,-0.6,-1.1,-3.0,-153
Cc1ccc2nc(N/N=C/c3ccco3)cc(C)c2c1,-45,-0.7,1,4,8.2*,0.9,1.8,-5.3,2.6,11*,-119
O=C(Nc1ccc(S(=O)(=O)N2CCCCCC2)cc1)C1CCCO1 (stereo not given),-3,-1.3,3,0,4.4,0.6,-0.6,-0.9,0.2,-0.9,-3

Bioassay records (PubChem BioAssay)
